UBC13 polyUb: human UBC13 polyubiquitination inhibition | 330,000 tested, 0.47% active | P61088 | UBC13 polyubiquitin chain formation, TR-FRET | inhibition, % at 20 µM; in the data active means inhibition above about 45%, passing the limit was not always enough
Target sequence (P61088 whole entry, looked up): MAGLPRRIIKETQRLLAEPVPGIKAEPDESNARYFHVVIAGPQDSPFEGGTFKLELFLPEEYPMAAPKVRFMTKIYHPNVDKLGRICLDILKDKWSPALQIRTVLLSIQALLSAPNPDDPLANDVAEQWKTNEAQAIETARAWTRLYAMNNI
Apaf-1 inh: blocks human Apaf-1 apoptosome activity | O14727 | reconstituted apoptosome caspase-3 activity, DEVD-Rh110 fluorescence | inhibition, % at 20 µM | 330,000 tested, 0.71% active; active means inhibition of at least 40% at 20 µM;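 further: plate controls were DMSO wells for no effect and DEVD-CHO caspase inhibitor wells for full effect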
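detection = Rh110 fluorescence intensity | test system = biochemical Apaf-1 apoptosome reconstitution | also added = cytochrome c and DEVD-Rh110 substrate | schedule = 30 min plus 50 min, RT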
SENP8 block-1: SENP8 protease inhibition; Q96LD8; purified SENP8, Z-RLRGG-aminoluciferin cleavage, luminescence; inhibition, % at 10 µM; 330,000 tested, 1.2% active; AID 2540; in the data active means inhibition above about 50%
Target sequence (Q96LD8 whole entry, looked up): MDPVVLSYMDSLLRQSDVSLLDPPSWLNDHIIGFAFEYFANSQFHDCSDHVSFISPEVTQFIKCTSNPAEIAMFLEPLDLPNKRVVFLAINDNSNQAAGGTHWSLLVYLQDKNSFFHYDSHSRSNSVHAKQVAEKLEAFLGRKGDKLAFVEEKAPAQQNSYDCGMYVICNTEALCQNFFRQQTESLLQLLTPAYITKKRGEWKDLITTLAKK
SENP6 block: inhibitors of human SENP6 protease | Q9GZR1 | Recombinant SENP6 catalytic domain, aminoluciferin luminescence | inhibition, % at 10 µM | 330,000 tested, 1.8% active;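 active means inhibition above about 50% at the single tested dose, limit read from the data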;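 further: plate controls were DMSO wells with enzyme for no effect and DMSO wells lacking enzyme for full effect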
SENP1 FRET inh: SENP1 (human) catalytic domain inhibition. Q9P0U3. recombinant SENP1 catalytic domain, CyPet-SUMO1-YPet FRET cleavage. inhibition, % at 10 µM. 360,000 tested, 0.21% active. AID 624204;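 active means inhibition at least 30% at 10 µM, raw YFP signal under a set limit, fluorescence ratio 0.5 to 1.5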;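 further: 0% = enzyme with DMSO and 100% = no enzyme wells; some results filed as inactive read as strong as hits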
Target sequence (Q9P0U3 419-644 limits assumed): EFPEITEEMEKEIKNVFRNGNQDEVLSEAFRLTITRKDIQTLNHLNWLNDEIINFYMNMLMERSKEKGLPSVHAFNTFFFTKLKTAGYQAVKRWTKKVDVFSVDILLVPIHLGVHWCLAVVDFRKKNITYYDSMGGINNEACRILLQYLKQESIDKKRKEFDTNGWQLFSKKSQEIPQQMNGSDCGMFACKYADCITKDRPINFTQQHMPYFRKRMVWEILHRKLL
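Material – human SENP1 catalytic domain · Input – SENP1 enzyme, 20 pM final · Compound dosing – single concentration of 10 µM compound, 0.5% DMSO final · Timing – enzyme reaction for 50 min at room temperature, dark · Measured by – FRET fluorescence in CFP and YFP emission channels · Control set – no-enzyme wells low, DMSO-plus-enzyme wells high control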
SENP8 block-2: SENP8 (human) protease inhibition | 360,000 tested, 0.64% active | AID 602440 | Q96LD8 | recombinant SENP8, Nedd8 substrate fluorescence | inhibition, % at 20 µM; in the data active means inhibition mostly above about 40%, no sharp cut-off; inactive means mostly below about 27%
SENP7 inh: blocks the human protease SENP7; Q9BQF6; recombinant SENP7, Z-RLRGG-aminoluciferin luminescence, 40 min; inhibition, % at 5 µM; 330,000 tested, 1.5% active;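 active means inhibition above about 50% at the single test dose, limit read from the data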;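 further: plate controls were DMSO with enzyme for no effect and no enzyme buffer wells for full effect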
Target sequence (Q9BQF6 706-1050 limits assumed): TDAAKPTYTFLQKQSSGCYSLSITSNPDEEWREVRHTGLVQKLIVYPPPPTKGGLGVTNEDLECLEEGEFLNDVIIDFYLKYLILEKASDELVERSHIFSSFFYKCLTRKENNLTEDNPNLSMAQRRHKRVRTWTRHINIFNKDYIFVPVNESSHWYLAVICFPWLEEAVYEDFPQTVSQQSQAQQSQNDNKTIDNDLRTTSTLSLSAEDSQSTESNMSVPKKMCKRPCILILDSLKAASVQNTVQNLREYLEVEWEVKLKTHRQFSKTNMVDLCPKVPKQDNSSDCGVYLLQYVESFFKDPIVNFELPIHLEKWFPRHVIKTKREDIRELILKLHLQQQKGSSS
A3G deaminase: inhibitors of human APOBEC3G DNA deaminase; inhibition, % at 20 µM; recombinant A3G, ssDNA deamination FAM/TAMRA fluorescence; Q9HC16; 330,000 tested, 0.28% active;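 active means inhibition of at least 40% at 20 µM, with no more than 30% in the related APOBEC3A deaminase screen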;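 further: plate controls were DMSO wells with A3G for no effect and wells lacking A3G enzyme for full effect; some compounds called inactive have numbers as strong as hits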
Starred values were filed as active, the others as inactive; nt = no result given. Not a hit list. About 3.6% of those tested had a hit in this group.

SMILES	UBC13 polyUb	Apaf-1 inh	SENP8 block-1	SENP6 block	SENP1 FRET inh	SENP8 block-2	SENP7 inh	A3G deaminase
COc1cc2c3c(c1OC)C1(C=CC(=O)C=C1)CC3N(C(=O)CCC(=O)O)CC2 (stereo unspecified)	19	-23	5	-8	2	19	7	-8
CCC1CCCCN1Cc1ccc(CNS(=O)(=O)c2ccc3c(c2)oc(=O)n3C)o1 (stereo unspecified)	8	4	3	1	7	11	2	0
COc1ccc(NC(=O)c2ccccc2-c2ccccc2C(=O)O)cc1	0	5	5	2	1	2	5	-4
CCc1ccccc1NS(=O)(=O)c1ccc2[nH]cc(C(=O)NCC3CCCO3)c(=O)c2c1 (stereo unspecified)	5	14	-8	-8	-16	-100	-5	-9
Cc1ccc(S(=O)(=O)NC(=O)NC(=O)N(C)S(=O)(=O)c2ccc(C)cc2)cc1	2	-9	-2	-11	2	4	2	2
Clc1ccc(CSc2nnc([C@@H]3CCCN3)o2)cc1Cl	8	-8	-10	-10	2	12	-9	-7
Cn1c(=O)nc2n(Cc3ccccc3)c3cccc(Cl)c3cc-2c1=O	0	-12	0	5	-29	-306	8	-9
O=C(CSc1ncnc2sc3c(c12)CCCCC3)NCc1ccco1	0	11	-16	4	-5	2	-5	-1
Cc1cc(C)cc(NC(=O)c2cccc(C(=O)Nc3cc(C)cc(C)c3)n2)c1	-2	0	4	-5	0	-3	10	4
CCC1CCCCN1C(=O)CSc1nnc(-c2ccc(Cl)cc2)o1 (stereo unspecified)	-5	12	2	9	3	7	-2	0
COc1ccc(N(CC(O)Cn2c3ccccc3c3ccccc32)S(=O)(=O)c2ccccc2)cc1 (stereo unspecified)	3	9	-7	0	2	6	8	-5
CN(C(=O)COC(=O)Cc1c[nH]c2ccccc12)c1c(N)n(Cc2ccccc2)c(=O)[nH]c1=O	5	4	-3	3	-4	-2	9	-1
Cc1ccc(C(=O)NCCCc2ccccc2)c(Cl)c1	5	7	-4	13	3	13	7	2
COc1cc2c(cc1OC)C(c1ccccc1)NCC2 (stereo unspecified)	0	-3	-3	2	-1	19	1	-6
C=CCn1cnc2c(nnn2-c2ccc(C)c(C)c2)c1=O	20	-22	-8	-14	2	13	1	-7
COc1ccc(C(=O)COC(=O)c2ccccn2)cc1OC	-3	0	4	16	-1	5	13	1
COc1ccc(CC(=O)Nc2nc(-c3ccc(OC)c(OC)c3)cs2)cc1OC	-2	9	-13	-14	2	8	-2	-6
O=C1c2ccccc2C(=O)N1CCCCCCc1ccccc1	-12	7	-8	8	0	8	8	-9
CCCOc1ccc(C(=O)c2ccccc2C(=O)O)cc1OCCC	-12	-2	-4	-10	2	25	0	-4
CCOc1ccc(NC(=O)CN(C)C(=O)c2cn3ccccc3n2)cc1OCC	-5	-2	6	-11	1	-9	-3	-5
Cc1cccc2nc3ccccc3nc12	-8	-9	-16	-14	-19	-6	-10	5
c1ccc(Nc2scc(-c3ccccc3)[n+]2Cc2ccco2)cc1	11	-4	4	19	-6	2	5	-6
O=C(CC1SC(=Nc2ccc(OC(F)F)cc2)N(CCN2CCOCC2)C1=O)Nc1ccc(F)cc1F (stereo unspecified)	10	-1	-3	-11	2	7	-2	-9
Cc1ccc(-c2nc3ccccc3[nH]2)cn1	2	-11	5	48	-1	-379	43	-8
O=C(COC(=O)CCS(=O)(=O)c1ccccc1)Nc1ccccc1	-5	-10	2	-3	3	13	3	-9
SMILES	UBC13 polyUb	Apaf-1 inh	SENP8 block-1	SENP6 block	SENP1 FRET inh	SENP8 block-2	SENP7 inh	A3G deaminase
CCOC(=O)C1=C(c2ccccc2)NC(=O)NC1c1cc(Cl)c(O)c(OC)c1 (stereo unspecified)	0	2	0	12	32*	11	-8	-6
CCCN=C1N(CC)C[C@@H]2[C@@H]3C(=O)N(Cc4ccccc4)C(=O)[C@@H]3[C@](C)(C(=O)OC)N12	nt	2	nt	nt	2	8	4	6
CCCCC(CC(O)COCCC)C(=O)NN (stereo unspecified)	-4	2	-8	-10	3	-4	0	-3
Cn1c(SCC(=O)Nc2nccs2)nnc1-c1ccco1	6	4	2	-2	2	12	-10	-1
COc1ccc(S(=O)(=O)NCCC(C)C)cc1C	-10	-7	-6	-10	1	16	-1	-3
CCSc1nnc(SCC(=O)c2c(N)n(C)c(=O)n(C)c2=O)s1	-3	-3	-2	-18	-1	3	7	-8
FC(F)(F)c1cnc(NNC(=S)Nc2ccc(Cl)cc2)c(Cl)c1	-27	-4	-1	-1	-1	3	-4	-3
CC1C(=O)NN=C1C(=O)N/N=C\c1ccc(O)cc1O (stereo unspecified)	16	-10	61*	71*	-26	8	75*	-3
O=C(NC1=NCCS1)c1cc(-c2ccc(F)cc2)nc2ccccc12	-2	7	9	3	3	-30	0	-2
CCN1CCN(C(=O)/C=C/c2ccccc2[N+](=O)[O-])CC1	-1	-14	3	-2	1	4	1	-7
COc1ccc(-c2nc3c(c(SCC(=O)N4CCOCC4)n2)Cc2c(CO)cnc(C)c2O3)cc1	1	-4	-4	-28	-3	-4	-7	-2
Cc1cc(Cl)c2oc(C(=O)NCC(C)(C)N3CCOCC3)c(C)c2c1	-10	29	-9	-2	3	12	-15	-6
Cc1c(NC(=O)Cn2[nH]c(=O)c3ccccc3c2=O)c(=O)n(-c2ccccc2)n1C	1	-12	1	1	-1	16	-3	-4
CCCCc1ccc(NC(=O)NCc2cccnc2)cc1	1	14	0	-4	0	6	0	-6
COc1ccc(S(=O)(=O)N2CCCCCC2)cc1NC(=O)c1ccccc1	0	23	-5	-13	-1	-12	-2	-8
CC(C)CC(C(=O)O)N(Cc1ccccc1)Cc1ccccc1 (stereo unspecified)	-12	-1	-5	-14	1	13	4	-7
NC(=O)c1ccnc2c(O)cccc12	-6	-3	0	6	0	8	-3	-11
CCOc1ccc(S(=O)(=O)NC(C)C(=O)NCc2ccc3c(c2)OCO3)cc1 (stereo unspecified)	2	4	-7	-16	3	15	-15	1
COc1ccc(/C(C)=N/Nc2cccc(C(=O)O)c2)cc1OC	-11	-13	1	24	0	-25	9	2
O=C(CCC1CCCC1)c1c(O)c2ccccc2oc1=O	5	4	46	71*	0	4	4	2
CCCCNC(=S)N=Nc1c(O)[nH]c2ccccc12	85*	4	-2	11	2	17	-8	-2
CCOc1ccc(NC(=O)N2CCC(C(=O)c3ccc(F)cc3)CC2)cc1	-13	9	-8	-13	0	37	-3	-5
COC(=O)c1ccccc1NC(=O)Cn1nnc(-c2ccc(OC)cc2)n1	7	8	6	-13	2	8	2	-8
NNC(=O)c1sccc1OCc1ccc(Cl)cc1Cl	5	20	-12	-13	2	2	-6	-6
O=C1CCCN1CCCNC(=S)Nc1ccccc1Cl	-6	8	-14	-6	2	4	-7	-5
SMILES	UBC13 polyUb	Apaf-1 inh	SENP8 block-1	SENP6 block	SENP1 FRET inh	SENP8 block-2	SENP7 inh	A3G deaminase
Cc1c(-c2nc(N)nc(Nc3ccccc3)n2)oc2ccccc12	18	21	-7	12	0	-36	1	4
O=c1cc(Cl)c(-c2ccccc2)n[nH]1	2	16	-1	-1	1	17	0	-4
O=C(Nc1cccc(C(F)(F)F)c1)Nc1ccc(N2CCCC2)c(S(=O)(=O)Nc2ccccc2Cl)c1	-20	13	-3	-22	0	-101	0	-10
CC(=O)OCn1nnc2ccccc2c1=O	0	1	3	-10	-1	21	8	-5
O=C(CN1C(=O)NC2(CCCCCC2)C1=O)c1cccs1	-5	-8	0	-10	2	6	-1	-8
CC(=O)c1c(N2CCN(c3ccc(F)cc3)CC2)nc(=S)n(-c2ccccc2)c1C	-9	10	-11	-5	-54	26	-12	-6
Cc1nc2ccccc2n1C1CCN(C(=O)Nc2ccccc2)CC1	3	-10	-2	-1	-1	11	-4	-13
O=c1cc(CN2CCN(c3ccc(F)cc3)CC2)nc2sccn12	6	-15	4	-7	-61	-68	1	-7
CC(C)(C)C(=O)Cn1c(=N)n(Cc2ccccc2)c2ccccc21	8	13	3	3	-1	17	13	1
O=C(N/N=C/C(Cl)=C/c1ccccc1)c1cnccn1	-12	10	-7	-16	0	-36	-2	-2
Cc1cc(C)c(NC(=O)C2CCCN2C(=O)NC2CCCCC2)c(C)c1 (stereo unspecified)	7	2	-1	0	-1	26	6	1
CCC(C)OC(=O)C[N+](C)(C)CCOC1CC2CCC1(C)C2(C)C (stereo unspecified)	15	8	-7	6	1	7	2	-3
CN1CCN(C(CNC(=O)c2ccc(Br)o2)c2ccc(F)cc2)CC1 (stereo unspecified)	-2	4	-6	-10	1	3	-2	-11
CC1CCN(C(=S)NC(=O)c2cccs2)CC1	3	0	-8	8	-1	6	-2	-1
Cc1cc(NC(=O)Cc2c(F)cccc2Cl)no1	-3	-24	5	4	1	19	2	-4
CCn1c(C)c(C)c2cc(C(=O)NCCCN3CCN(C)CC3)ccc21	13	8	2	-9	-10	-30	8	-8
CCC(O)CNC(=O)CCc1nnc(C2(c3ccc(Cl)cc3)CCC2)o1 (stereo unspecified)	0	-31	4	8	0	15	-4	-5
Cn1nnnc1SCCNCc1ccccc1OCc1ccccc1Cl	2	5	-2	-5	2	23	-9	0
Oc1cccc(C=NCc2ccccc2)c1	-5	4	2	7	2	17	10	3
Cc1cc(C)c(C(=O)O)c(Cl)n1	-9	16	-5	-9	-1	11	-10	-11
Cc1cc(C)n2nc(SCC(=O)NC(=O)c3ccc(OC(F)F)cc3)nc2n1	-2	0	-3	-13	1	12	15	-1
CC(C)c1ccc(CCNC(=O)CSC(=S)N2CCCC2)cc1	4	18	-3	-6	1	8	-5	-8
CN(Cc1ccccn1)Cc1cn(Cc2ccccc2)nc1-c1ccc2c(c1)OCO2	8	-11	8	20	1	20	-1	1
Cc1csc(SC(C)C(=O)Nc2ccc3c(c2)OCCO3)n1 (stereo unspecified)	-10	2	-7	-1	1	8	11	-6
O=C(Nc1cccc(S(=O)(=O)NC2=NCCC2)c1)c1ccc(F)cc1	12	-13	7	-6	0	4	-5	-5

An excerpt from above in order of count of non-hydrogen atoms, rising:
SMILES	UBC13 polyUb	Apaf-1 inh	SENP8 block-1	SENP6 block	SENP1 FRET inh	SENP8 block-2	SENP7 inh	A3G deaminase
CC1CCN(C(=S)NC(=O)c2cccs2)CC1	3	0	-8	8	-1	6	-2	-1
Clc1ccc(CSc2nnc([C@@H]3CCCN3)o2)cc1Cl	8	-8	-10	-10	2	12	-9	-7
CC(C)(C)C(=O)Cn1c(=N)n(Cc2ccccc2)c2ccccc21	8	13	3	3	-1	17	13	1
O=C(Nc1cccc(S(=O)(=O)NC2=NCCC2)c1)c1ccc(F)cc1	12	-13	7	-6	0	4	-5	-5
CCC(O)CNC(=O)CCc1nnc(C2(c3ccc(Cl)cc3)CCC2)o1 (stereo unspecified)	0	-31	4	8	0	15	-4	-5
CCOc1ccc(NC(=O)CN(C)C(=O)c2cn3ccccc3n2)cc1OCC	-5	-2	6	-11	1	-9	-3	-5

Continuation:
SMILES	UBC13 polyUb	Apaf-1 inh	SENP8 block-1	SENP6 block	SENP1 FRET inh	SENP8 block-2	SENP7 inh	A3G deaminase
CCCCn1c(=O)[nH]c(=O)c2c1nc(-c1ccc(C(F)(F)F)cc1)n2C	12	-8	-1	-1	-1	-424	-4	-5
CCN1C(=O)CC(NNC(=O)c2ccccc2)C1=O (stereo unspecified)	7	-22	1	-1	0	2	7	-8
Cc1ccc(S(=O)(=O)Nc2cc(C)c(O)c(S(=O)(=O)c3ccc(C)cc3)c2)cc1	6	2	0	5	-1	16	4	-6
O=[N+]([O-])c1cc(S(=O)(=O)CCCN2CCOCC2)ccc1F	-9	7	-8	-7	-2	16	-7	-9
O=c1[nH]c(C2CCN(S(=O)(=O)c3ccccc3F)CC2)nc2c1nnn2Cc1ccc2c(c1)OCCO2	2	13	6	6	0	7	2	-8
CC(C)(C)OC(=O)NN=C(c1ccc(O)cc1)c1ccc(O)cc1	-5	5	3	4	-2	12	2	-3
